Compound activity: PubChem BioAssay, several laboratories
DAGLB inh – blocks human DAGLB lipase activity | Q8NCG7 | HEK293T DAGLB membrane lysate, EnzChek fluorogenic substrate | inhibition, % at 5.17 µM | actives 0.059% (n = 340,000) | AID 504411; in the data active = inhibition above about 34%;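 note: 0% = enzyme with vehicle and 100% = wells lacking enzyme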
DSG3 Ab inh – blocks pemphigus antibody binding to human desmoglein-3; P32926; DSG3-coupled beads, scFv-anti-DSG3-GFP binding, flow cytometry; active compounds read low; binding (percent of control), % at 10 µM; actives 0.48% (n = 310,000);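 active = binding more than 3 SD below its plate's average and above zero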;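 note: hits lower antibody fragment binding to DSG3; some compounds called inactive have numbers as strong as hits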
PKA-R2B act – activates the human PKA-R2B holoenzyme complex. P22694+P31323. AID 504700. PKA-R2B holoenzyme dissociation, Cy5-IP20 fluorescence polarization; R2B truncated from residue 108, S112A mutant; 0% DMSO only, 100% 113 µM cGMP. activation, % at 11.4 µM. actives 0.079% (n = 340,000);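 active = activation above a cutoff set at the mean over all compounds plus 3 SD, cut at about 18% in these data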;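 note: higher means more holoenzyme dissociation and a rise in polarization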
HTR5A ag ctr – activates human HTR5A in OPRM1-OPRD1 agonist counter-screen; P47898; HTR5A agonist assay, luminescence, cell-based; activation, % at 9.3 µM; actives 0.61% (n = 340,000); AID 504692; in the data active = activation mostly above about 9.5%, no sharp cut-off; inactive = mostly below about 7.6%;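 note: 0% = cells with vehicle only and 100% = reference agonist; strong numbers were not always called active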
PKA-R1A activ – activators of PKA-R1A complex; actives 0.083% (n = 340,000); P00514+P68181; activation, % at 11.4 µM; PKA-R1A dissociation, Cy5-IP20 fluorescence polarization; scaled: DMSO 0%, 113 µM cGMP 100%; AID 504707;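 active = percent activation above the mean of all tested compounds plus 3 SD, cut at about 19% in these data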;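 note: higher means more PKAc released from R1A so a rise in polarization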
OPRM1-OPRD1 ag – OPRM1-OPRD1 heterodimerization agonism. P35372+P41143. cells, luminescence. activation, % at 9.3 µM. actives 0.3% (n = 340,000). AID 504326; in the data active = activation above about 18%;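 note: 0% = vehicle-treated cells and 100% = reference agonist; values of inactives mirror those of a sister screen read the other way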
Target sequence (P35372 whole entry, looked up): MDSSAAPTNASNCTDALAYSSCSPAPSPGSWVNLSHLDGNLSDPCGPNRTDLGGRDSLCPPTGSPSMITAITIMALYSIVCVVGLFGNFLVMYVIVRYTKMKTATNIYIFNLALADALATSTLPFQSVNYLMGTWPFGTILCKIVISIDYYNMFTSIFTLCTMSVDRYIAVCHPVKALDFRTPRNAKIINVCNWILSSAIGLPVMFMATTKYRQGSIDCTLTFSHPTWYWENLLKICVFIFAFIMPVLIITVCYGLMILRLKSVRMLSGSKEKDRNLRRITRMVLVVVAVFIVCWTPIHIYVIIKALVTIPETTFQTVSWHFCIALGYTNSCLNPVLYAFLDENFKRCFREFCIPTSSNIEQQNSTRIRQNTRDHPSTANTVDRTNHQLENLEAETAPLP
Target sequence (P41143 whole entry, looked up): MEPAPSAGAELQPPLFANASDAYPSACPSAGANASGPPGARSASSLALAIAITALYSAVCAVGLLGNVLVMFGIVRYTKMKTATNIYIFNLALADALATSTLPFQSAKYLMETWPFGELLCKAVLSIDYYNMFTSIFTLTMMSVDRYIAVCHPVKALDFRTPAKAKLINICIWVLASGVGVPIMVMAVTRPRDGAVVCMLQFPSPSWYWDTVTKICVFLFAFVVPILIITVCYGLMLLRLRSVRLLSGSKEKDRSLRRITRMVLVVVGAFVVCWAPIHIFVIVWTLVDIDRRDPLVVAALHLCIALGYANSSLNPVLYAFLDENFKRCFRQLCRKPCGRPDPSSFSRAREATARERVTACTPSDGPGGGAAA
OPRM1-OPRD1 inv – inverse agonists of human mu-delta opioid receptor heterodimerization | cell-based MOR-DOR heterodimer luminescence, inverse agonism | inhibition, % at 9.3 µM | actives 0.21% (n = 340,000) | AID 504357; in the data active = inhibition above about 22%, passing the limit was not always enough;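 note: 0% = cells with DMSO and 100% = wells without cells with DMSO; values of inactives mirror those of a sister screen read the other way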
V-ATPase pHluor – yeast V-ATPase proton transport regulation by pHLuorin | S. cerevisiae, pHLuorin cytosolic pH fluorescence | response, % at 10 µM | actives 0.37% (n = 350,000) | AID 504577; in the data active = response mostly above about 7.3%, no sharp cut-off; inactive = mostly below about 5.4%; note: actives read high; inactives centre near 0; some compounds called inactive have numbers as strong as hits; reference of the scale not given here
Arrestin-AP2 inh – blocks beta-arrestin peptide binding to AP2 adaptin | FITC-arrestin peptide / GST-AP2 beads, flow cytometry; AP2 beta2 appendage carries R879A mutation | inhibition, % at 10 µM | actives 0.31% (n = 340,000);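 active = inhibition above a set limit, near 3 SD of compounds lacking own fluorescence, cut at about 54% in these data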;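 note: plate controls were DMSO wells for no effect and 5 µM unlabelled arrestin peptide for full effect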
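Material – AP2 appendage R879A on GSH beads · Buffer or medium – PBS with 0.05% Tween 20 and 0.1% BSA · Probe or stimulus – fluorescein-tagged arrestin peptide at 50 nM final · Incubation – compound with beads 12 min RT, then probe 1 h RT · Detection – high-throughput flow cytometry of beads, ex 488, em 535 nm · Evaluation – percent response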
HTR5A inv ag – counter-screen for OPRM1-OPRD1 inverse agonists: human HTR5A inverse agonism | HTR5A cell line, luminescence | inhibition, % at 9.3 µM | P47898 | actives 0.083% (n = 340,000) | AID 504634; in the data active = inhibition mostly above about 23%, no sharp cut-off; inactive = mostly below about 18%;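 note: 0% = cells with DMSO and 100% = no-cell wells with DMSO; some compounds called inactive have numbers as strong as hits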
Numbers without * were called inactive; . = no result given.

SMILES | DAGLB inh | DSG3 Ab inh | PKA-R2B act | HTR5A ag ctr | PKA-R1A activ | OPRM1-OPRD1 ag | OPRM1-OPRD1 inv | V-ATPase pHluor | Arrestin-AP2 inh | HTR5A inv ag
CCc1c(C)nc2nc(NC(C)=O)[nH]n2c1=O | -4 | 98 | 7 | 2 | -11 | 0.1 | -1 | 5 | 13 | 22
COCOCCn1cc(CN2CCS(=O)(=O)N(Cc3ccc(-c4ccncc4)cc3)C(C)C2=O)nn1 (configuration not stated) | -7 | 99 | -7 | . | -4 | . | . | -1 | . | .
Cc1cc2nc3c(=O)[nH]c(=O)[nH]c3nc2c([N+](=O)[O-])c1N | -24 | 35* | 12 | 2 | -3 | 2.5 | -13 | -1 | 52 | -7
CS(=O)(=O)Nc1ccc(C(=O)NC2CCCCC2)cc1 | 3 | 97 | 6 | -1 | -2 | -3.4 | 17 | -3 | 8 | 3
O=C(Nc1ccc(S(=O)(=O)Nc2ncccn2)cc1)C1=COCCO1 | 0 | 155 | -8 | -2 | 5 | -0.1 | 1 | 0 | -13 | 5
COc1ccc(C2=NN(C(=O)CCC(=O)O)C(c3ccccc3OC)C2)cc1 (configuration not stated) | 1 | 96 | -1 | 1 | 8 | -0.1 | 0 | -1 | 14 | -10
CCCN(C1CCS(=O)(=O)C1)S(=O)(=O)c1ccc(F)cc1 (configuration not stated) | 0 | 93 | -9 | -6 | -9 | -0.6 | 4 | -1 | -4 | 17
CC1(C)Cc2nc3sc4c(SCC(=O)NCc5ccco5)ncnc4c3cc2CO1 | 2 | 121 | -6 | 4 | -1 | -3.1 | 14 | -4 | 3 | -2
COc1cc2c(=O)n(CCC(=O)NCC3CCCO3)c(=O)n(CC(=O)Nc3ccc(C)cc3C)c2cc1OC (configuration not stated) | -5 | 110 | -4 | -2 | 7 | -1.2 | 7 | -4 | 24 | -5
CCN(CC)C(=O)CC1(c2ccccc2OC)CCOC(C(C)C)C1 (configuration not stated) | -2 | . | -3 | -2 | 1 | -2.6 | 13 | 1 | 7 | 5
O=C(CCS(=O)(=O)Cc1ccccc1F)NCc1ccccc1Cl | -2 | 92 | -5 | 3 | 2 | -2.9 | 15 | 2 | 15 | -8
COc1ccc(N2CCN(c3oc(COc4ccccc4)nc3C#N)CC2)cc1 | -7 | 98 | -2 | -2 | 5 | -1.2 | 7 | -2 | -2 | -7

Gathered by group, the compounds so far with a halogen
SMILES | DAGLB inh | DSG3 Ab inh | PKA-R2B act | HTR5A ag ctr | PKA-R1A activ | OPRM1-OPRD1 ag | OPRM1-OPRD1 inv | V-ATPase pHluor | Arrestin-AP2 inh | HTR5A inv ag
CCCN(C1CCS(=O)(=O)C1)S(=O)(=O)c1ccc(F)cc1 (configuration not stated) | 0 | 93 | -9 | -6 | -9 | -0.6 | 4 | -1 | -4 | 17
O=C(CCS(=O)(=O)Cc1ccccc1F)NCc1ccccc1Cl | -2 | 92 | -5 | 3 | 2 | -2.9 | 15 | 2 | 15 | -8

(listing goes on)
SMILES | DAGLB inh | DSG3 Ab inh | PKA-R2B act | HTR5A ag ctr | PKA-R1A activ | OPRM1-OPRD1 ag | OPRM1-OPRD1 inv | V-ATPase pHluor | Arrestin-AP2 inh | HTR5A inv ag
c1ccc(CSCCc2ccncc2)cc1 | -1 | 110 | 1 | 7 | -2 | -0.4 | 2 | -1 | 10 | 0
CCCOc1ccccc1C(=O)N(Cc1cccc(Br)c1)C1CCS(=O)(=O)C1 (configuration not stated) | 0 | 97 | 15 | -1 | 0 | -1.2 | 6 | 3 | 2 | -6
Cc1ccc2nsnc2c1NC(=O)c1cccnc1Cl | -2 | 80 | -1 | -5 | -6 | -1.2 | 8 | 1 | 14 | 13
Cc1noc(/C=C/N(C)C)c1S(=O)(=O)N1CCCC(C(=O)N2CCc3ccccc32)C1 (configuration not stated) | 9 | 104 | -4 | 3 | 9 | -1.6 | 9 | -1 | 1 | -8
O=C(N/C(=C/c1ccc(Br)cc1)C(=O)N1CCCCC1)c1ccccc1F | 2 | 106 | -1 | 2 | 7 | -4.4 | 24 | 1 | 1 | -3
CCOC(=O)C1=C(C)NC(=O)NC1C(C)C (configuration not stated) | -4 | 111 | 0 | 5 | -8 | -0.5 | 3 | 3 | 3 | -14
COc1ccc(C(=O)NCC2OCCc3ccccc32)c(O)c1 (configuration not stated) | -7 | 98 | -11 | -2 | -4 | -1.0 | 6 | -3 | 2 | -20
CC(C)C(c1nnnn1Cc1cccs1)N1CCN(C(=O)c2ccco2)CC1 (configuration not stated) | 1 | 100 | 8 | -1 | 1 | -3.5 | 18 | 0 | 40 | 3
O=C(CN1CCN(Cc2ccccc2F)C1=O)NCc1ccco1 | -1 | . | -11 | 6 | 0 | -3.0 | 19 | 0 | -5 | -6
CC1SC(=NC(=O)C(C)N2C(=O)c3ccccc3C2=O)NC1=O (configuration not stated) | 1 | 95 | 5 | -5 | -5 | -0.5 | 3 | 3 | 12 | 13
CC1(C)CC(=O)C=C(Nc2ccccn2)C1 | 1 | 92 | 3 | -1 | -5 | -0.7 | 3 | 1 | -2 | 4
CCC1NC(=O)c2ccccc2N1c1cccc(Cl)c1 (configuration not stated) | -1 | 106 | -9 | 0 | -2 | -1.8 | 9 | 1 | 27 | 7
CCN(C(=O)c1cc2c(=O)n3ccccc3nc2n1CCCOC)C1CCCCC1 | 1 | 99 | -7 | 5 | -6 | -3.1 | 16 | -5 | 23 | -7
C=CCNC(=O)C1CCN(C(=O)c2ccc(-c3ccccc3)cc2)CC1 | -3 | 102 | -6 | -1 | -6 | -0.9 | 5 | 0 | -5 | -8
CC(C)[C@H](CO)N(Cc1cccc(F)c1)c1nc(Nc2cccc(Cl)c2)c2ncn(C(C)C)c2n1 | 0 | 106 | -22 | -1 | -3 | 0.9 | -5 | -3 | -3 | 2
O=C(COc1ccc([N+](=O)[O-])cc1Cl)NCC1CCCO1 (configuration not stated) | -3 | 94 | -5 | 0 | -12 | -4.3 | 20 | 4 | 5 | 1
C=C(C)C1CC=C(C)C(=NNC(=O)c2ccncc2)C1 (configuration not stated) | -2 | 87 | 4 | 1 | 0 | -1.1 | 5 | 0 | -1 | -2
CCOC(=O)N1CCN(C(=O)CN2C(=O)CC(C)(C)S(=O)(=O)c3ccccc32)CC1 | 1 | 99 | 11 | 14 | 3 | -0.8 | 5 | 2 | -9 | -33
CCCCCC(C)NC(=O)c1cc(S(=O)(=O)N2CCCCC2)ccc1N1CCOCC1 (configuration not stated) | -2 | 97 | -2 | -1 | -13 | -2.5 | 10 | 1 | 14 | 2
Cc1cc2c(cc1S(=O)(=O)NCc1ccccc1)OCC(=O)N2 | 10 | 106 | 5 | 3 | -3 | 1.5 | -8 | -3 | 4 | 9
COc1ccc(CN(C)C(=O)CSc2nnc(C3CC3)n2C2CC2)cc1 | -1 | 103 | -2 | 1 | 3 | 3.3 | -22 | 4 | 31 | 12
COc1ccc(-c2noc(CCC(=O)N3CCC(c4cc(C)ccc4C)CC3)n2)cc1 | -10 | 99 | -2 | 1 | -7 | 0.3 | -1 | 3 | -9 | -4
Cc1cn2c(=O)c(C(=O)NCc3ccc4c(c3)OCO4)cnc2s1 | -2 | 119 | -13 | 1 | 2 | -2.2 | 12 | 2 | -11 | -2
Cc1c(C)c2c(OCC(=O)NC3CC3)cc3c(c2oc1=O)CCC(C)(C)O3 | -3 | 92 | -10 | -1 | -5 | -1.3 | 7 | 0 | -1 | 9
Nc1ncc(-c2nnnn2-c2ccc(Cl)cc2)c(-c2ccc(Cl)cc2)n1 | 1 | . | -1 | -4 | -12 | 0.3 | -2 | 3 | 7 | -8
COC(=O)c1c(NC(=O)CC2SCC(C(=O)OC)NC2=O)sc2c1CCCC2 (configuration not stated) | 3 | 95 | 0 | 2 | 6 | -0.1 | 1 | 4 | 1 | 14
CC1(c2cccc3ccccc23)NC(=O)N(CC(=O)NC2CCS(=O)(=O)C2)C1=O (configuration not stated) | 0 | 103 | 0 | -1 | -16 | -1.8 | 9 | -2 | 44 | 4
O=C(CN1CCCCCC1)NCc1ccccc1 | 3 | 95 | 3 | 0 | 2 | 1.1 | -6 | 1 | 1 | -2
COc1ccc(N2C(=O)CC(N(CCc3ccccc3)C(=O)c3ccccc3)C2=O)cc1 (configuration not stated) | 0 | 97 | -2 | 3 | -4 | -2.0 | 10 | 1 | 5 | 2
CCn1c(SCC(=O)Nc2oc(-c3ccccc3)c(-c3ccccc3)c2C#N)nnc1-c1ccco1 | -2 | 104 | 7 | 0 | -7 | 0.4 | -2 | -4 | -3 | -1
O=C(O)C(c1ccccc1)N1C(=O)/C(=C/c2cccs2)SC1=S (configuration not stated) | -1 | 95 | -1 | -4 | -8 | 0.1 | 0 | 1 | -8 | 2
CCCn1c(N)c(C(=O)CSc2nc(C)cs2)c(=O)[nH]c1=O | 3 | 156 | 3 | -1 | 2 | 0.1 | -1 | 0 | 4 | 2
Oc1ccc(C=NC2CCCCC2)c(O)c1 | 0 | 102 | -7 | 2 | -3 | -1.5 | 9 | 0 | 0 | -5
O=C(CN1C(=O)NC2(CCCc3ccccc32)C1=O)NCCc1ccc(F)cc1 (configuration not stated) | -1 | 85 | -3 | -5 | 6 | -3.6 | 19 | 0 | 7 | 18
C#CCOCCOCCOCCNc1nc(N2CCN(C(=O)[C@H]([C@@H](C)CC)n3cc([C@@H](N)CO)nn3)CC2)nc(N2CCN(C(=O)[C@H]([C@@H](C)CC)n3cc([C@@H](N)CC(C)C)nn3)CC2)n1 | -1 | 118 | -3 | 12 | 0 | -1.0 | 6 | 0 | 7 | -32
O=c1cnn(-c2ccccc2)c(-c2ccccc2)c1 | -1 | 102 | 9 | -5 | -14 | 2.0 | -11 | 4 | 2 | -6
O=C(Nc1ccccc1NC(=O)c1csnn1)c1csnn1 | -1 | 99 | -6 | 6 | -5 | -1.9 | 10 | -2 | 17 | 15
Cc1ccc(CNC(=O)N2CCN(c3ccc(C)cc3)CC2)cc1 | 3 | 89 | 2 | -1 | 1 | 1.8 | -8 | 2 | 39 | 5
Cc1ccc(-n2[nH]c(C)c(C=Nc3ccc(S(=O)(=O)Nc4nc(C)cc(C)n4)cc3)c2=O)c(C)c1 | 1 | 98 | -6 | -3 | -7 | 0.1 | -1 | 0 | 38 | -4
CC(C)N(CCNC(=O)c1ccc(OCC2CCCO2)cc1)C(C)C (configuration not stated) | -1 | . | -3 | -4 | -6 | 1.5 | -9 | 0 | 3 | 13
COc1ccc(-c2nc(C#N)c(NCc3ccccc3Cl)o2)cc1OC | -2 | 96 | -3 | -1 | -2 | 3.4 | -20 | -2 | 2 | 2
CS(=O)(=O)N(CC(=O)Nc1cccc([N+](=O)[O-])c1)c1ccccc1F | 0 | 102 | 1 | -2 | -10 | -1.1 | 6 | -1 | -9 | 12
